Source: PubChem BioAssay (National Center for Advancing Translational Sciences (NCATS))
AID inh: blocks human AID cytidine deaminase activity; Q9GZX7; AID deamination FRET fluorescence, UDG-coupled, 4 h; Potency, µM (titrated, usually from 115 µM), for the others: top-dose activity change, negative = inhibition, hits mostly inhibitors; hit rate 0.32% among 91,000; note: nearly all actives have a fitted effect of over 25% in size
Target sequence (Q9GZX7 whole entry, looked up): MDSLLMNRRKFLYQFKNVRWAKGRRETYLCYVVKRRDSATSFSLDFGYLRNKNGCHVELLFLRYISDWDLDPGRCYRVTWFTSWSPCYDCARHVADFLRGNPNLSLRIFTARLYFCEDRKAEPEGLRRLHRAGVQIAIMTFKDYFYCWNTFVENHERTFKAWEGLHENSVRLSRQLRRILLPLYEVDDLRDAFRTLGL
UDG counter: counter-screen for AID inhibitors: uracil-DNA glycosylase inhibition | FRET deamination/UDG coupled assay, UDG read, 4 h | Potency, µM (highest dose often 115 µM), without a hit: at the top dose activity change, negative = inhibition, usual class: inhibitors | AID 1347430 | hit rate 0.14% among 91,000; note: nearly all actives have a fitted effect of over 65% in size
* hit, by the source's call; ? = inconclusive; [ ] = another dose, or the depositor's remark. Calls come from the whole dose curve; as a rule, active = well fitted curve in the direction sought with a large enough effect; inconclusive = small, poorly fitted or top-dose-only effect, or another doubt; inactive = no such curve, though single readings can be large; an effect the other way counts as inactive or inconclusive. % is set by controls: 0 for no effect and ±100 for the full control effect; potency is the fitted concentration of half-maximal effect. Not all compounds are listed; count on the stated rates, not on these rows.

Value order – UDG counter, AID inh
O=C(CCNC(=O)c1ccccc1Cl)Nc1nc2ccccc2s1
 : -7%, -1%
Cc1ccc(-c2cnc(CCC(=O)N(C)C(C)c3ccc(S(N)(=O)=O)cc3)o2)cc1C (stereo not drawn)
 : -10%, -2%
CCc1ccccc1Nc1cc(C(=O)NC(C)c2ccccc2)c2ccccc2n1 (stereo not drawn)
 : -20%[57.5 µM], -20%
O=C(NCC1(c2ccc(F)cc2)CC1)C1CCN(C(=O)CCc2ccccc2)CC1
 : 0%, -1%
CCOc1ccccc1Oc1coc2cc(OC(=O)c3ccccc3)ccc2c1=O
 : -11%, -14%
Cc1ccc(Oc2c(C(F)(F)F)oc3c(CN4CCCCC4C)c(O)ccc3c2=O)cc1 (stereo not drawn)
 : ?, -6%
COc1ccc(OC)c(NC(=O)C2CC(=O)Nc3c(-c4ccc(F)cc4)cnn32)c1 (stereo not drawn)
 : -5%, 1%
CCC(CC)C(=O)Nc1cc(-c2ccccc2F)nn1-c1ccccc1
 : 32%[activator], 4%
Cc1cccc(CNC(=O)CN2C(=O)C3CCCCN3c3ccc(C(=O)N4CCCC4)cc32)c1 (stereo not drawn)
 : 6%, 1%
Fc1ccccc1-c1nc(N2CCN(c3cccc(Cl)c3)CC2)c2ccccc2n1
 : ?, -5%
COc1ccc(CNC(=O)Cc2c(C)c3cc4c(C)coc4c(C)c3oc2=O)cc1
 : 12%, 5%
Cc1ccc([N+](=O)[O-])cc1S(=O)(=O)N1CCn2cccc2C1c1ccccc1 (stereo not drawn)
 : -19%[57.5 µM], -7%
COc1cc(C=O)cc(Cl)c1OCc1cccc(C(=O)O)c1
 : 1%, 1%
CC(C)OCCCNC(=O)CCCn1c(SCC(N)=O)nc2c(sc3ccccc32)c1=O
 : -2%[57.5 µM], -17%
Cc1n[nH]c(C)c1CCCCOc1ccc(C(C)(C)C)cc1
 : -4%, -14%

Two entries from above, field by field:
Structure: COc1ccc(OC)c(NC(=O)C2CC(=O)Nc3c(-c4ccc(F)cc4)cnn32)c1 (stereo not drawn)
  UDG counter: -5%
  AID inh: 1%

Structure: Cc1cccc(CNC(=O)CN2C(=O)C3CCCCN3c3ccc(C(=O)N4CCCC4)cc32)c1 (stereo not drawn)
  UDG counter: 6%
  AID inh: 1%

Following part
Value order – UDG counter, AID inh
COc1ccc(C2=NN(S(C)(=O)=O)C(c3cn(-c4ccccc4)nc3-c3cccs3)C2)cc1 (stereo not drawn)
 : -5%, ?
Cc1ccc(NC(=O)Cn2c(=O)oc3ccccc32)cc1C
 : 8%, -4%
CCN(C(=O)c1cccc(Br)c1)C1CC1
 : 1%, -1%
CNc1c(NC(=O)NCCC(C)C)c(=O)oc2ccccc12
 : 10%, -7%
COc1cc(/C=C(\C#N)c2nc3ccccc3[nH]2)ccc1OC(C)C
 : 3%, -2%
N#Cc1ccc(OCCOC(=O)CCc2ccc3ccccc3n2)cc1
 : -1%, 3%
CCCCCCCCCCNC(=S)Nc1ccccc1
 : -2%, -16%
CC(=O)O[C@H]1C[C@@H]2CC[C@@H]3[C@H](CC[C@@]4(C)[C@H]3C[C@H]([N+]3(C)CCCCC3)[C@@H]4OC(C)=O)[C@@]2(C)C[C@@H]1[N+]1(C)CCCCC1
 : -8%, 22µM*
COc1ccc2c(C)c(CC(=O)N3CCN(C(=O)C4COc5ccccc5O4)CC3)c(=O)oc2c1C (stereo not drawn)
 : -1%, -4%
Cc1ccccc1OCC(O)Cn1c(N)nc2c1c(=O)n(C)c(=O)n2C (stereo not drawn)
 : 2%, 2%
CCN(C(=O)CSc1nc2ccccc2o1)c1ccccc1
 : 10%, -9%
Cc1ccc(Nc2nc(NC3CCCC3)nc3c2cnn3-c2ccccc2)cc1C
 : 0%, -9%
Cc1ccc(CCNC(=O)c2ccc3nc4ccc(Cl)cc4c(=O)n3c2)cc1
 : 0%, -8%
Cc1ccc(COC(=O)c2ccccc2Nc2ccccc2)cc1
 : 8%, 4%
CCc1ccc(S(=O)(=O)c2nnn3c2nc(NC2CCCC2)c2sccc23)cc1
 : 37%[activator], -10%
CC(C)Cc1ccc(C(=O)/C=C/c2ccc(C(=O)O)cc2)cc1
 : 2%, -28%
Cc1ccc(S(=O)(=O)N2CCOCC2)cc1C(=O)N(Cc1ccco1)C1CCS(=O)(=O)C1 (stereo not drawn)
 : 3%, -6%
COc1ccccc1NC(=O)CSc1cn(CC(=O)N2CCCC2)c2ccccc12
 : 9%, 7%
Cc1ccc(S(=O)(=O)C(CNC(=O)C(=O)NCCc2ccc(Cl)cc2)c2ccco2)cc1 (stereo not drawn)
 : -3%, 7%
CC(=O)NNC(=O)N1Cc2ccccc2Oc2ccc(Cl)cc21
 : 2%, -2%
CC1(C)OC(c2ccccc2)=C/C(=C/C=C(C#N)C#N)O1
 : -4%, 2%
CC(=O)Nc1cccc(NC(=O)c2ccc3c(c2)S(=O)(=O)N=C(C)N3CC(C)C)c1
 : 4%, -7%
COc1ccc2c(CNCCc3ccco3)c(C(=O)O)n(Cc3ccc(F)cc3)c2c1
 : 4%, 57%[activator]
CC(C)(C)c1ccc(C(=O)Nc2nnc3n2CCS3)cc1
 : 26%, 8%
COc1cccc(/C=C(\C#N)c2ccccc2)c1OC(C)C
 : -5%, -14%
COc1ccc(NC(=O)Cn2c(=O)c3cccn3c3ccccc32)cc1
 : -3%[57.5 µM], 6%
COc1cc(/C=N/OCc2cccc3ccccc23)ccc1OCc1ccc(Cl)cc1
 : 0%, -1%
COc1ccc(C2C(C#N)=C(N)OC(C(C)(C)C)=C2C#N)c(OC)c1OC (stereo not drawn)
 : -3%, -12%
O=[N+]([O-])c1cc(S(=O)(=O)Nc2ccc(Cl)cc2)ccc1N/N=C/c1ccccc1F
 : -9%, -10%
COc1cc(C(C)NS(C)(=O)=O)ccc1OCCC(C)C (stereo not drawn)
 : 7%, 18%

Three of the entries above in order of their number in AID inh, highest first:
SMILES	AID inh
Cc1ccc(S(=O)(=O)N2CCOCC2)cc1C(=O)N(Cc1ccco1)C1CCS(=O)(=O)C1 (stereo not drawn)	-6%
CC(=O)Nc1cccc(NC(=O)c2ccc3c(c2)S(=O)(=O)N=C(C)N3CC(C)C)c1	-7%
CC(C)Cc1ccc(C(=O)/C=C/c2ccc(C(=O)O)cc2)cc1	-28%

The list continues:
Value order – UDG counter, AID inh
NCC1CCN(C2CCCCC2)CC1
 : -11%, 0%
O=C(CNc1nc(-c2ccccc2)nc2ccccc12)NC1CC1
 : -8%, 0%
O=C(c1ccc(Br)cc1)N(Cc1cccc2[nH]ccc12)C1CC1
 : 1%, 0%
O=C(Nc1nnc(S(=O)(=O)N2CCc3ccccc32)s1)c1ccccc1Cl
 : 6%, 7%
COc1cc(NC(=O)c2ccc(Cn3cc(Br)cn3)cc2)ccc1OC(F)F
 : 4%, -3%
COc1ccc(-n2c(=O)c3c(c4cc(OC)ccc4n3C)n(C)c2=O)cc1
 : 1%, -5%
Cc1ccc(Cl)cc1NC(=O)N[C@H](CC(C)C)C(=O)O
 : -9%, -1%
CC(CSc1ncccn1)Cn1c(Br)nc2c1c(=O)[nH]c(=O)n2C (stereo not drawn)
 : -1%, -4%
CCC(=O)N1CCc2cc(Br)cc(S(=O)(=O)CCC(=O)N(C)c3cccc(C)c3)c21
 : -6%, ?
O=C(Nc1ccccc1)c1cccc(S(=O)(=O)Nc2cccc(F)c2)c1
 : -5%, -4%
O=C(CC(c1ccc(Cl)cc1)S(=O)(=O)c1ccccc1)c1ccccc1 (stereo not drawn)
 : -2%, -5%
O=C(c1ccco1)c1cn(CCOc2ccc(F)cc2)c2ccccc12
 : 0%, ?
O=C(N/N=C/c1ccccc1Br)c1csc2ccccc12
 : 9%, -2%
Cc1onc(-c2c(F)cccc2Cl)c1C(=O)Nc1ccc(OC(C)C)cc1
 : -4%, -15%
CC(=O)c1ccc(NC(=O)Cn2ccc3cc(Cl)ccc32)cc1
 : -7%, -11%

Part of the list above, reformatted.
molecule	UDG counter	AID inh
CC(CSc1ncccn1)Cn1c(Br)nc2c1c(=O)[nH]c(=O)n2C (stereo not drawn)	-1%	-4%
O=C(N/N=C/c1ccccc1Br)c1csc2ccccc12	9%	-2%
O=C(CNc1nc(-c2ccccc2)nc2ccccc12)NC1CC1	-8%	0%
Cc1ccc(Cl)cc1NC(=O)N[C@H](CC(C)C)C(=O)O	-9%	-1%
O=C(Nc1nnc(S(=O)(=O)N2CCc3ccccc32)s1)c1ccccc1Cl	6%	7%

The list continues.
Value order – UDG counter, AID inh
O=C(O)COc1ccc(/C=C2\NC(=O)NC2=O)cc1Br
 : -3%, 3%
Cc1cccc(NC(=O)Cn2nc(-c3ccc(Cl)cc3)c3ccccc3c2=O)c1
 : -3%, 9%
Cc1cccc(C(=O)Nc2nonc2-c2ccc(Cl)cc2)c1
 : -27%, -15%
Cc1ccc(NC(=O)c2cc(S(=O)(=O)NCCc3ccc(Cl)cc3)ccc2F)cc1
 : 13%, 16%
Cc1ccc(C)c(SCC(=O)Nc2ccc(S(=O)(=O)Nc3ncccn3)cc2)c1
 : 27%, -8%
CCCCCc1ccc(C#Cc2ccc(OC)cc2)cc1
 : 9%, -5%
FC(F)Oc1cc(Cl)ccc1C1CC(c2ccc(Br)cc2)n2c(nc3ccccc32)N1 (stereo not drawn)
 : 1%, -11%
CCOc1ccc(-n2c(SCC(=O)Nc3ccccc3OC)nc3c(oc4ccccc43)c2=O)cc1
 : -22%, 11%
CC(C)(C)NC(=O)c1ccc(NC(=O)C2CCCC2)cc1
 : -2%, -2%
CCc1ccc(NC(=O)Cn2c(=O)n(CCCCC(=O)NCc3ccc4c(c3)OCO4)c(=O)c3ccccc32)cc1
 : -6%, 0%
COc1ccccc1NC(=O)c1oc2ccccc2c1NC(=O)COc1ccccc1OC
 : -3%, 19%
COCc1ccc(CNC(=O)C(C)(C)C)cc1
 : 0%, 0%
COc1ccc(S(=O)(=O)c2c(O)c(C)cc(NS(=O)(=O)c3ccc(Cl)cc3)c2C(C)C)cc1
 : -2%, 11%
O=C(NC1CCCC1)c1ccc(CSc2nc3cccnc3n2Cc2ccccc2)cc1
 : 2%, 15%
O=C(NCc1ccc(Cl)cc1)C1CCN(c2nn3cc(-c4ccc(F)cc4)nc3s2)CC1
 : -13%, -9%
Cc1ccc(-n2nc(C(=O)Nc3cccc(C#N)c3)c3c4ccccc4n(C)c3c2=O)cc1
 : 22%, -4%
CC(C)c1ccc(C2=CC(c3ccc(C(C)C)cc3)n3nnnc3N2)cc1 (stereo not drawn)
 : 12%, 13%
COc1ccc2c(=O)c(-c3cnn(-c4ccccc4)c3)c(C(F)(F)F)oc2c1
 : 13%, 6%
COc1ccc(CNC(=O)Cn2c(=O)oc3cc(S(=O)(=O)NCc4ccccc4)ccc32)cc1
 : 13%, 3%
O=C(NCCCN1CCCC1)C1CCNCC1
 : 3%, 7%
COc1ccccc1N1CCN(c2ccc(-c3nc(-c4ccccc4)no3)cc2[N+](=O)[O-])CC1
 : -5%, 12%
N#Cc1nc(-c2ccco2)oc1N1CCC(C(=O)N2CCC(CCN3CCOCC3)CC2)CC1
 : -4%, -2%
Cc1ccc(CNC(=O)Cn2c(=O)n(-c3cccc(Cl)c3)c(=O)c3sc4ccccc4c32)cc1
 : -8%, 1%
CCc1ccc(-n2c(=O)c3c(C)c(C)sc3n(CC(=O)NCc3ccc(C)cc3)c2=O)cc1
 : 21%, 3%
O=C(CSc1nnc2ccccn12)Nc1cccc(S(=O)(=O)N2CCCC2)c1
 : -9%, -2%
COc1ccc(-c2nc(C)c(CCNC(=O)c3ccc(F)c(F)c3)s2)cc1
 : -4%, -5%
Clc1ccc(-c2noc(-c3ccco3)n2)cc1
 : 1%, -5%
O=c1cc(CSc2ccc3c(c2)OCCO3)c2c(ccc3ccccc32)o1
 : -2%, -11%
CC1CCN(S(=O)(=O)c2ccc3c(c2)N(CC(=O)N(C)Cc2ccccc2)C(=O)CO3)CC1
 : 10%[57.5 µM], -1%
COc1cccc(-n2c(-c3ccco3)nc3c(cnn3-c3ccc(Cl)cc3)c2=O)c1
 : -8%, 39%[activator]
COCCCNC(=O)c1sc2nc(C)c(C(=O)Nc3ccc(Cl)cc3)c(-c3ccc(Br)cc3)c2c1N
 : -3%, 9%
COC(=O)c1cccn2cc(CN3CCN(S(=O)(=O)c4cccc(C(F)(F)F)c4)CC3)nc12
 : -13%, -10%
CCN1CCN(C(=O)NC(c2ccc(C)c(F)c2)C(Cl)(Cl)Cl)CC1 (stereo not drawn)
 : -17%, -16%
O=C(Nc1ccc(Cl)cc1Cl)c1cc(S(=O)(=O)N2CCN(c3ccccc3F)CC2)ccc1F
 : -1%, 21%
COCc1ccccc1CNC(=O)c1nccnc1N
 : -7%, -16%
COC(=O)c1cc(NC(=O)C2CCC2)cc(C(=O)OC)c1
 : -2%, 3%
CCCS(=O)(=O)N1CCCC(C(=O)NCCCOC)C1 (stereo not drawn)
 : -1%, 6%
Cc1cc(C)c2c(=O)c3c(oc2c1)C(=O)N(Cc1ccco1)C3c1ccccc1F (stereo not drawn)
 : 1%, 12%
O=C(NCc1ccc(F)cc1)c1ccc(-c2ccccc2)cc1
 : 0%, -16%
COc1cc(/C=N/O)ccc1OCC(=O)NN
 : -4%, -3%
O=C(Cn1cc(C(=O)C2CC2)c2ccccc21)Nc1ccc(Br)cc1
 : -2%, -4%
CCn1cc(S(=O)(=O)c2cccc(Cl)c2)c(=O)c2cc(F)c(N3CCN(C)CC3)cc21
 : -8%, ?
CCn1c(CSc2nnc(C3CC3)o2)nc2cc(S(=O)(=O)N(C)C)ccc21
 : -4%, 3%
COc1ccc(C(=O)Oc2ccccc2Br)cc1Br
 : 0%, -6%
O=C(N/N=C(/c1ccccc1)c1cccnc1)c1cccs1
 : 2%, 2%
O=C(CCn1c(=O)c2ccccc2n(Cc2cccc(F)c2)c1=O)NCc1ccc2c(c1)OCO2
 : -4%, 34%[activator]
CCc1ccc(OCCn2c(C3CC(=O)N(Cc4ccc(F)cc4)C3)nc3ccccc32)cc1 (stereo not drawn)
 : ?, ?
